PKM2 act: qHTS Assay for Activators of Human Muscle isoform 2 Pyruvate Kinase | Pyruvate kinase PKM (Homo sapiens), P14618 | purified PKM2, Kinase-Glo ATP luminescence, activation; response scale: 0% is enzyme alone, no compound | Potency, µM (top dose mostly 57.5 µM), for the others: top-dose activation, hits mostly activators | hit rate 0.34% among 260,000 | AID 1631, 2009; note: potency is the fitted concentration of half-maximal effect; nearly all actives have a fitted effect of over 55% in size
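Purified hPK-M2 (>95%) run at intermediate activity with 0.1 mM ADP and 0.5 mM PEP in 50 mM imidazole pH 7.2, KCl, MgCl2; 1 h room temperature. ATP formed read by Kinase-Glo luminescence; normalized to uninhibited and no-enzyme controls.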
KCNH2 WT inh: qHTS for Inhibitors of KCHN2 3.1: Wildtype qHTS; U2OS, BacMam KCNH2, thallium flux FluxOr; stronger effect = lower value; activity change, % at 1.84 µM; hit rate 0.37% among 340,000; AID 720551, 2013;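 active = maximum activity change below -70%; inconclusive = maximum activity change between -70% and -50%; inactive = maximum activity change above -50%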
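U2OS cells were transduced with wild-type KCNH2 virus (2.03 x 10^8 / mL) for 4 h at room temperature, then cultured overnight at 37 C. Thallium flux was read with FluxOr dye. Rate constants were normalized to DMSO controls.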
USP2a block: qHTS Assay for Inhibitors of Ubiquitin-specific Protease USP2a Using CHOP2 as the Reporter | Potency, µM (series often up to 38.3 µM), inactives show at the top dose activity change, negative = inhibition, most hits filed as inhibitors | Ubiquitin carboxyl-terminal hydrolase 2 (Homo sapiens), O75604 | USP2 core, Ub-CHOP2 coupled fluorogenic reporter, 485/531 | AID 463254, 2010 | hit rate 0.01% among 330,000;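 note: potency is the fitted concentration of half-maximal effect; plate controls were DMSO wells for no effect and full inhibition by NEM control for full effect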
Target sequence (O75604 whole entry, looked up): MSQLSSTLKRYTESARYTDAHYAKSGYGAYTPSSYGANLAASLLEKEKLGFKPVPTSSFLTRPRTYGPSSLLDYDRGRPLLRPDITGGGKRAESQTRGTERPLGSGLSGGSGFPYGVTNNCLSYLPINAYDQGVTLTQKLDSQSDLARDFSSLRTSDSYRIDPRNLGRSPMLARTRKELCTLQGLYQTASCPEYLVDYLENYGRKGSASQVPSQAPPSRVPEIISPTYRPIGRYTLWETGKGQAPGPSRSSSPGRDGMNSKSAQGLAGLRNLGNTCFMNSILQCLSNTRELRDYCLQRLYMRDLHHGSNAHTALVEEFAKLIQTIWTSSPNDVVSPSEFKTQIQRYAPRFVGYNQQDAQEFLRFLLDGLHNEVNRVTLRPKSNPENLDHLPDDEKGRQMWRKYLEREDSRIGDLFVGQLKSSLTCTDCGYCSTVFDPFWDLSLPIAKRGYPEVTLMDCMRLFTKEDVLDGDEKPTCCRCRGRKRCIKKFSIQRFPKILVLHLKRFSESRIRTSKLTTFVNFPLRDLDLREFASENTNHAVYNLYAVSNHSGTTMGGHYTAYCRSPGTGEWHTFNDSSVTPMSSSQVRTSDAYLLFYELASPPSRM
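Cell-free coupled assay: 10nM USP2 core preincubated 30min RT with compound in Tris-HCl pH 8.0/CaCl2/CHAPS buffer, then 25nM Ub-CHOP2 and 25nM reporter substrate; fluorescence (Ex 485/Em 531) read after 60min RT, normalized to NEM inhibition, concentration-response curves fitted.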
Eya2 phos inh: qHTS Assay for Inhibitors of the Phosphatase Activity of Eya2. hit rate 0.006% among 330,000. Protein phosphatase EYA2 (Homo sapiens), O00167. Potency, µM (titrated, usually from 76.9 µM), for inactives: at the highest dose activity, negative = inhibition, usual class: inhibitors. recombinant Eya2, OMFP fluorescence dephosphorylation (OMFP is methylfluorescein phosphate). AID 488837, 2010; note: potency is the fitted concentration of half-maximal effect
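Eya2 (0.2 uM) preincubated 10 min at ambient with compound, then OMFP substrate added at 50 uM; 10 min reaction in 50 mM HEPES pH 7.5, 50 mM NaCl, 5 uM MgCl2, 0.05% BSA, 1 mM DTT. Fluorescence read at Ex 485/Em 525 nm.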
GALK inh: qHTS Assay for Inhibitors of Human Galactokinase (GALK). Purified GALK, Kinase-Glo residual ATP luminescence. Potency, µM (highest dose often 57.5 µM), without a hit: top-dose activity change, negative = inhibition, most hits filed as inhibitors. hit rate 0.007% among 270,000; note: potency is the fitted concentration of half-maximal effect
Target sequence (P51570 whole entry, looked up): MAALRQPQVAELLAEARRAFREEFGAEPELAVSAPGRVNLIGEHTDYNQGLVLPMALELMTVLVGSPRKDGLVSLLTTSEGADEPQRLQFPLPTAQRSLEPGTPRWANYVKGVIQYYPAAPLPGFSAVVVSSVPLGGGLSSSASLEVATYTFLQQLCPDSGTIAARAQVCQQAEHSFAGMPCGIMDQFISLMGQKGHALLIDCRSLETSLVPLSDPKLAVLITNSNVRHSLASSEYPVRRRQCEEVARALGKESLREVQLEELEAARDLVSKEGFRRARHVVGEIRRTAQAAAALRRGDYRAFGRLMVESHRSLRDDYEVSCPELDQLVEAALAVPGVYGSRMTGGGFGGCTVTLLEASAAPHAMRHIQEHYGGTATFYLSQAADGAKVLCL
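Galactose (100 uM) and ATP (35 uM) were turned over by 5 nM GALK for 1 h at RT. Kinase-Glo Plus then converted the remaining ATP into a luminescent signal.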
B2AR arrestin: qHTS assay of beta-arrestin-biased ligands of beta2-adrenergic receptor | Beta-2 adrenergic receptor (Homo sapiens), P07550 | beta-arrestin recruitment to beta2AR, cell-based reporter | Potency, µM (series often up to 46.1 µM), for inactives: top-dose activation, usual class: activators | hit rate 0.02% among 330,000;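 note: potency is the fitted concentration of half-maximal effect; 0% = DMSO controls and full agonism = EC100 isoproterenol or metaproterenol; nearly all actives have a fitted effect of over 65% in size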
uPA generation: qHTS for Inhibitors of Cell Surface uPA Generation; AID 540303, 2011; Potency, µM (doses to about 38.3 µM), for inactives: top-dose activity change, negative = inhibition, actives largely listed as inhibitors; hit rate 0.31% among 330,000; cell surface uPA generation assay, qHTS; active = well fitted inhibition curve with a large enough effect; inconclusive = small, poorly fitted or top-dose-only effect; inactive = no such curve, though single readings can be large or run the other way; tested in mouse RAW 264.7 cells; note: potency is the fitted concentration of half-maximal effect; nearly all actives have a fitted effect of over 55% in size
Giardia killer: Small Molecules that selectively kill Giardia lamblia: qHTS | Giardia lamblia trophozoite viability | activity change, % at 7.66 µM, hits read low | hit rate 0.15% among 340,000; in the data active = activity change below about -80%; inconclusive = between about -30% and that limit;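 note: parasites exposed to compound for two days anaerobically before the ATP read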
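Trophozoites 100 cells/well + cpd; 48 hrs, 37 deg C, anaerobic. ATPLite 1-Step added, 15-30 min RT, luminescence read (ATP-based viability).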
KCNH2 3.1 block: qHTS for Inhibitors of KCHN2 3.1: Mutant qHTS; U2OS KCNH2 3.1, thallium flux FluxOr; stronger effect = lower value; activity change, % (tested at about 1.8 µM); hit rate 0.95% among 340,000;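 active = maximum activity change below -70%; inconclusive = maximum activity change from -70% to -50%; inactive = maximum activity change above -50%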;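 note: thallium influx rate constant from kinetic fluorescence after stimulation buffer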
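Virally transduced U2OS (3.1 isoform, 4 h infection in dark at RT) → overnight 37 C → FluxOr + Red40 in HBSS/HEPES, 45 min → stimulation buffer, 2 min kinetic read → rate constant vs DMSO controls.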
BCR signal inh: qHTS Assay to Find Inhibitors of Chronic Active B-Cell Receptor Signaling | ABC-DLBCL IkBa-CBG/CBR reporter, luminescence ratio, 4 h | AID 493014, 2011 | hit rate 0.05% among 340,000 | Potency, µM (top dose mostly 46.1 µM), without a hit: at the top dose ratio change, negative = lower green/red ratio, most hits filed as inhibitors; active = well fitted inhibition curve with a large enough effect in the signal ratio, with a control signal flat, not every such curve was filed as active; inconclusive = small, poorly fitted or top-dose-only effect, or effect the other way, or a change in a side signal; the % refers to the signal ratio;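 note: potency is the fitted concentration of half-maximal effect; plate controls were basal doxycycline-induced cells for no effect and cells given 10 µM MG132 for full effect; MG132 reads +100%, hits lower the ratio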
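TMD8 ABC-DLBCL cells carrying doxycycline-inducible green luciferase fused to IkappaBalpha plus unfused red luciferase were exposed to compounds (up to 46 uM) for 4 hrs at 37C. Activity came from the overlap-corrected green/red luminescence ratio.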
Coupling enz: qHTS Assay for Inhibitors of Fructose-1,6-bisphosphate Aldolase from Giardia Lamblia: Coupling assay counterscreen; coupling enzyme system counterscreen, AmpLite Red fluorescence; activity change, negative = inhibition, % at 58.2 µM, hits read low; hit rate 0.67% among 290,000; AID 2472, 2010; in the data active = activity change below about -30%
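Activity here indicates interference with the coupling reaction, not aldolase inhibition. Compounds at 57.5 uM final met coupling enzymes for 10 min at RT; substrate and AmpLite Red detection followed, with a 525/598 nm fluorescence read after 20 min.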
The depositor's hits bear a star; i = inactive; u = inconclusive; x = not tested or not shown; [ ] = dose if it differs, or a comment. Unless noted, calls come from the whole dose curve; as a rule, active = well fitted curve in the direction sought with a large enough effect; inconclusive = small, poorly fitted or top-dose-only effect, or another doubt; inactive = no such curve, though single readings can be large; an effect the other way counts as inactive or inconclusive. Unless noted, % is set by controls: 0 for no effect and ±100 for the full control effect.

SMILES | PKM2 act | KCNH2 WT inh | USP2a block | Eya2 phos inh | GALK inh | B2AR arrestin | uPA generation | Giardia killer | KCNH2 3.1 block | BCR signal inh | Coupling enz
CCOCCCNC(=O)C(C)NS(=O)(=O)c1ccc(C)cc1 (configuration not stated) | -2% | -1 | 1% | 5% | 0% | -0.3% | 6% | -14 | 14 | 1% | -3
COc1ccc2ccccc2c1CNCc1ccc(C)cc1 | 1%[11.5 µM] | 4 | 4% | 5% | 6% | -1.2% | -9% | -7 | -24 | 2% | -1
O=C(CN1c2cccc3cccc(c23)S1(=O)=O)NCc1ccc(Cl)cc1 | x | 4 | -8% | -3% | x | 0.0% | 14% | -9 | 12 | -11% | x
CCOc1ccc(-n2c(SCC(=O)Nc3nccs3)nc3c(c2=O)SCC3)cc1 | -2% | -5 | 1% | -30% | 2% | -1.1% | 6% | -12 | 5 | -1% | -1
O=C(NCCc1ccccc1)C(=O)NCCC1CCCCN1S(=O)(=O)c1cccs1 (configuration not stated) | x | 2 | 0% | -25% | x | 0.1% | -8% | -22 | -6 | 11% | x
CCn1c(SCC(=O)Nc2ccc(OC)c(OC)c2)nnc1-c1ccco1 | 1% | 3 | 4% | -26% | 0% | 0.2% | 11% | -7 | 12 | 17% | -1
Cc1cccc(Nc2nc(NC(C)C)nc(Oc3ccc(=O)n(C)n3)n2)c1 | -3% | 7 | 3% | 10% | -1% | -0.1% | x | -3 | -2 | -4% | 1
O=C(Cn1cnc2c(nnn2Cc2ccccc2)c1=O)NCc1ccco1 | -3% | -1 | 0% | 11% | -1% | 0.9% | 2% | -13 | -1 | 8% | 0
COc1cc(/C=C2\SC(=S)N(NS(=O)(=O)c3ccc(C)cc3)C2=O)ccc1O | -2% | 3 | 3% | 26% | 2% | -1.0% | 5% | 5 | 20 | 24% | 11
O=C1OCC(CO)(CO)N=C1NNc1cc(Cl)ccc1Cl | -4% | 4 | 0% | -1% | 3% | -0.7% | x | -12 | 8 | 1% | 0
CN(C)c1ccc(NC(=O)CN2CCc3ccccc3C2)cc1 | -2% | -7 | 0% | 3% | 14% | -1.0% | 1% | 4 | 22 | 1% | -3
NC(=O)C1CCCN(CC(O)COCc2ccc(Cl)cc2)C1 (configuration not stated) | x | 10 | 3% | -2% | -2% | -0.8% | -16% | -5 | -8 | 1% | 0
COc1cc(C(=O)NCC2(N(C)C)CCCCC2)ccc1OCc1ccccc1 | -13% | 62 | -3% | -20% | 1% | 1.0% | -5% | -5 | -21 | 6% | 2
CNc1c([N+](=O)[O-])cnn1-c1ccccn1 | -5% | 0 | 0% | -2% | 1% | 0.1% | -1% | -3 | 1 | -1% | -2
CCn1nccc1C(=O)Nc1ccc(Cl)cn1 | -20% | -1 | -4% | -29% | 2% | 0.2% | -6% | 13 | -7 | u | 0
N#C/C(=C(\O)c1cc(Cl)sc1Cl)c1nc2ccccc2[nH]1 | -4%[0.46 µM] | -1 | 0% | 4% | 5% | 0.3% | 2% | -4 | 4 | 16% | -15
O=C(COc1ccccc1Br)Nc1ccc2c(c1)OCCCO2 | 4% | 1 | 0% | 2% | 14% | 0.4% | 1% | 1 | -17 | u | -2
CCc1nnc(NC(=O)CSc2nnc(Cc3ccccc3)o2)s1 | -1% | -1 | 4% | -2% | -3% | -0.1% | -7% | -8 | 2 | 4% | 2
CCc1nnc(NC(=O)CCC(=O)O)s1 | -13% | -10 | 0% | 6% | 2% | 0.0% | -3% | -9 | -4 | 8% | -3
CC(=O)c1cc(-c2ccc(F)cc2)n(CCC(=O)Nc2cccnc2)c1C | -1% | 12 | 0% | 1% | -3% | 0.0% | -2% | -2 | x | -16% | 2
O=C(O)C1C2CCC(C2)C1C(=O)NCc1ccco1 (configuration not stated) | -1% | 18 | 1% | -9% | 0% | -0.2% | 8% | -17 | -7 | -5% | 0
O=C1CCCN1CCCNc1nc2c(S(=O)(=O)c3ccccc3)nnn2c2ccc(Cl)cc12 | x | 0 | 4% | 10% | 0% | 0.6% | -8% | 2 | -1 | u | 4
O=C(CCC(=O)N(Cc1ccco1)C(C(=O)NC1CCCC1)c1ccncc1)Nc1cccnc1 (configuration not stated) | 3% | 4 | 2% | 6% | 6% | -0.3% | 6% | -17 | 6 | -5% | -2
CCOc1ccc(N(CC(=O)NCCc2ccc(C)cc2)S(=O)(=O)c2c(C)noc2C)cc1 | x | -11 | -1% | -2% | -2% | -0.1% | -7% | 10 | -20 | 8% | x
O=C(CCN1C(=O)/C(=C/c2ccccc2)SC1=S)NC1CCS(=O)(=O)C1 (configuration not stated) | x | 0 | 0% | -2% | -10% | 0.1% | -6% | 13 | 4 | u | x
CCOc1ccc(S(=O)(=O)N(CC(=O)NCc2cccnc2)c2ccc(F)cc2)cc1 | -8% | 3 | -2% | 6% | 6% | -0.8% | 0% | -20 | -3 | 1% | 0
COc1ccc(NC(=O)CN2CCC(C(N)=O)(N3CCCCC3)CC2)cc1 | 1% | 6 | 4% | 7% | 1% | 0.1% | x | 1 | -15 | -5% | 1
CC1CC(C)CN(C(=O)c2ccc(CNc3c(N4CCCC4)c(=O)c3=O)cc2)C1 (configuration not stated) | 2% | 2 | 0% | 2% | x | -0.6% | 0% | 17 | -2 | 3% | -2
COc1ncnc2c1oc1nc(C(C)C)c3c(c12)CC(C)(C)OC3 | 3% | -24 | 1% | 6% | -1% | -0.2% | -1% | 2 | 4 | -7% | -6
CC(=O)Nc1c(C)ccc(S(N)(=O)=O)c1C | 0% | i | -1% | -6% | 0% | -0.2% | 2% | 2 | 3 | -6% | 1

Whole records as entered above.
Shown for O=C(CCC(=O)N(Cc1ccco1)C(C(=O)NC1CCCC1)c1ccncc1)Nc1cccnc1 (configuration not stated) : PKM2 act: 3%; KCNH2 WT inh: 4; USP2a block: 2%; Eya2 phos inh: 6%; GALK inh: 6%; B2AR arrestin: -0.3%; uPA generation: 6%; Giardia killer: -17; KCNH2 3.1 block: 6; BCR signal inh: -5%; Coupling enz: -2
Shown for COc1ccc(NC(=O)CN2CCC(C(N)=O)(N3CCCCC3)CC2)cc1 : PKM2 act: 1%; KCNH2 WT inh: 6; USP2a block: 4%; Eya2 phos inh: 7%; GALK inh: 1%; B2AR arrestin: 0.1%; uPA generation: x; Giardia killer: 1; KCNH2 3.1 block: -15; BCR signal inh: -5%; Coupling enz: 1

(further entries)
SMILES | PKM2 act | KCNH2 WT inh | USP2a block | Eya2 phos inh | GALK inh | B2AR arrestin | uPA generation | Giardia killer | KCNH2 3.1 block | BCR signal inh | Coupling enz
CN1CCc2c(sc(/N=C/c3c[nH]c4ccccc34)c2C(N)=O)C1 | 6% | -8 | -1% | 10% | -4% | 2.9% | 8% | 17 | -4 | u | -18
COC(=O)c1ccc2c(C(C)(C)O)c(C(C)(C)O)[nH]c2c1 | -5% | x | 0% | 1% | x | 0.0% | x | x | x | u | 0
OCCC1CN(Cc2nc3ccccc3s2)CCN1C1CCCCC1 (configuration not stated) | -3% | 41 | 2% | 0% | 1% | -0.4% | 12% | 3 | -12 | -6% | 2
CC(=O)c1ccccc1NC(=O)COC(=O)CSCC(=O)Nc1cc(C)on1 | x | 3 | 2% | -4% | x | 0.2% | 0% | 4 | 5 | 0% | x
CCOc1ccc(NC(=S)N2CCC(NC(=O)c3ccccc3C)CC2)cc1 | -3% | -4 | 0% | -4% | 6% | -0.1% | -2% | -4 | -3 | 0% | -1
CC(=O)Nc1nc(=S)n(-c2ccccc2)[nH]1 | -6% | 18 | 2% | -10% | 3% | -0.4% | -3% | 8 | 1 | 6% | 3

Sorted by value in Eya2 phos inh (largest number first): 3 of the compounds above.
Structure,Eya2 phos inh,GALK inh,B2AR arrestin,uPA generation,BCR signal inh
COC(=O)c1ccc2c(C(C)(C)O)c(C(C)(C)O)[nH]c2c1,1%,x,0.0%,x,u
CC(=O)c1ccccc1NC(=O)COC(=O)CSCC(=O)Nc1cc(C)on1,-4%,x,0.2%,0%,0%
CC(=O)Nc1nc(=S)n(-c2ccccc2)[nH]1,-10%,3%,-0.4%,-3%,6%

Screening data: PubChem BioAssay, National Center for Advancing Translational Sciences (NCATS)
